RAD52 anneal inh: RAD52 (human) annealing inhibition; P43351; recombinant RAD52 DNA annealing, FRET fluorescence; inhibition, % at 18.7 µM; actives 0.46% (n = 360,000);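 active = every replicate showing at least 50% inhibition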
PglD inh: inhibitors of Campylobacter jejuni PglD acetyltransferase | purified PglD enzyme, DTNB colorimetric CoA detection | inhibition, % at 12.5 µM | actives 0.098% (n = 360,000) | AID 602405; in the data active = inhibition above about 16%, passing the limit was not always enough; also: strong numbers were not always called active
E-sel inducer: E-selectin induction on HUVECs; P16581; actives 0.37% (n = 260,000); activation, % at 7.58 µM; HUVEC E-selectin immunofluorescence imaging; normalized: neutral wells 0, TNF-alpha wells 100;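 active = mean E-selectin-positive cell signal at least 10% of the positive control, reached in at least 60% of replicates, without over 20% cell loss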;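 also: in these data hits start at about 27%; measured in HUVEC primary endothelial cells; signal is the percent of cells scored E-selectin positive by PE staining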
Target sequence (P16581 whole entry, looked up): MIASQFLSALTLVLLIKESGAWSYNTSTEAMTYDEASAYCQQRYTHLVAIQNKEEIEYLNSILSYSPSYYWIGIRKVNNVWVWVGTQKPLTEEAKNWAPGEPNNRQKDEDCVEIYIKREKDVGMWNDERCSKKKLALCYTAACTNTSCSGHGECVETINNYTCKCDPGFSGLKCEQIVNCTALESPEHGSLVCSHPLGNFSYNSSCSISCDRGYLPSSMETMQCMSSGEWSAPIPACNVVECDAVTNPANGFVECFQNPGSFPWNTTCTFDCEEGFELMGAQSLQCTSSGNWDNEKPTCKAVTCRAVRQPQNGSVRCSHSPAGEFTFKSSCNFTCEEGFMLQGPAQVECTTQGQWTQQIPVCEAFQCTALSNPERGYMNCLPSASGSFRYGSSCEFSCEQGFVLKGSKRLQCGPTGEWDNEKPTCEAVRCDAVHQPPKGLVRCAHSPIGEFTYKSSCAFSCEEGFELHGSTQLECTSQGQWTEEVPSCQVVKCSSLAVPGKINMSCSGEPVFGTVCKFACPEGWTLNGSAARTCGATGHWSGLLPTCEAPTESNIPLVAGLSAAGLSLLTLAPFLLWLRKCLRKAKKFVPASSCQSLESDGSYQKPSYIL
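material = human umbilical vein endothelial cells (HUVEC), E-selectin induction | quantity = 3,000 cells/well | medium = EGM-2 growth medium on 0.1% gelatin-coated wells | technique = immunofluorescence imaging | read-out basis = % PE-positive cells | control set = TNF-alpha positive control, DMSO neutral control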
Casp6 inh: inhibitors of human caspase-6; P55212; purified caspase-6, Z-VEID-R110 cleavage fluorescence; inhibition, % at 12.5 µM; actives 0.53% (n = 350,000); AID 686996;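 active = mean inhibition across replicates at least about 35%, with every replicate also reaching that limit, limit read from the data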;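 also: 0% = median of neutral control wells and 100% = no fluorescence left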
Target sequence (P55212 24-179 limits assumed): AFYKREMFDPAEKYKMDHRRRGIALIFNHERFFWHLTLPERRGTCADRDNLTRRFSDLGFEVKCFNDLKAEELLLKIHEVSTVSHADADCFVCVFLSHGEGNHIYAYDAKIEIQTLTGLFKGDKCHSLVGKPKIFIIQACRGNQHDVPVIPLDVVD
Target sequence (P55212 194-293 limits assumed): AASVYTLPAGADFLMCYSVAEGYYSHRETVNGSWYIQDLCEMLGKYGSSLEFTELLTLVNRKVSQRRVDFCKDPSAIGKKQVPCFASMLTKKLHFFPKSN
esBAF inh: inhibitors of esBAF chromatin remodeling in mouse ES cells; actives 2% (n = 350,000); Bmi1-luciferase knock-in reporter, 24 h; 100% = twice the neutral-well signal; reporter increase, % at 12.5 µM; in the data active = activation above about 40%;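 also: 0% = median of the plate's neutral control wells and 100% = double that signal; a rise in the Bmi1 reporter signal indicates esBAF inhibition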
ARNT-TACC3 inh: disruptors of human ARNT/TACC3 interaction; inhibition, % at 9.99 µM; actives 0.66% (n = 390,000); Q9Y6A5; AlphaScreen His-ARNT PAS-B/GST-TACC3 binding, luminescence; TACC3 fragment carries E629A point mutation; AID 623870;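 active = mean inhibition of replicates at least 50% and at least half of replicates each reaching 50%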;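 also: 0% = complete ARNT plus TACC3 wells and 100% = ARNT alone without TACC3; many hits fall short of the cut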
ERp5 block: inhibitors of human ERp5; Q15084; ERp5 insulin aggregation, absorbance 650 nm, 90 min; inhibition, % at 9.99 µM; actives 0.05% (n = 350,000); AID 651711;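 active = mean replicate inhibition above about 25%, with every replicate also reaching it, limit read from the data, passing the limit was not always enough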
RAD54 inh: blocks human RAD54 Holliday junction branch migration | Q92698 | FAM/BHQ fluorescence | inhibition, % at 10.4 µM | actives 0.14% (n = 360,000);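 active = mean normalized replicate activity at least 40 and at least half of replicates scoring 40 or more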;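 also: 0% = median of neutral control wells and 100% = median of positive control wells; inhibitors cause a drop in the FAM fluorescence signal; in these data hits start at about 50%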
The depositor's hits bear a star; · = no result given; & = joins results of further samples.

SMILES | RAD52 anneal inh | PglD inh | E-sel inducer | Casp6 inh | esBAF inh | ARNT-TACC3 inh | ERp5 block | RAD54 inh
Cc1[nH]c2ccccc2c1/C=N\NC(=O)c1ccco1 | -9 | 1 | 1.3 | -1 | -5 | -14 | 6 | 4
O=C(O)C1CCN(C(=O)COc2ccc(Br)cc2)CC1 | -15 | 0 | · | 4 | -16 | -3 | 5 | 1
COc1ccc(OC)c(NC(=O)C2CCN(c3ncccn3)CC2)c1 | · | 1 | · | · | -6 | -2 | · | 6
Cc1nn(-c2ccc(F)cc2)c(Cl)c1/C=N/NC(=O)c1cccc(S(=O)(=O)N2CCCC2)c1 | -11 | -4 | · | 0 | · | -3 | 0 | 11
CC1CN(S(=O)(=O)c2ccc(C(=O)NC3CCCCC3)cc2)CC(C)O1 (centres undefined) | -3 | -1 | -0.1 | 2 | -9 | -20 | 2 | -1
O=C(Nc1ccccc1F)c1ccc([N+](=O)[O-])s1 | -3 | · | · | 3 | · | 31 | 11 | ·
COc1cccc(NC(=O)c2ccc3c(c2)OCCO3)c1 | -12 | -2 | · | -2 | -62 | -1 | 2 | 6
Cc1ccc(S(=O)(=O)N2CCC(C(=O)N[C@@H](C)C(=O)NCc3ccccc3)CC2)cc1 | · | 5 | · | · | 3 | -15 | · | 1
N/C(=N/OC(=O)c1ccccc1Cl)c1nonc1N | -19 | · | · | -1 | · | 0 | 6 | ·
CCCCn1ccnc1C(=O)c1ccc(S(=O)(=O)N(CCOC)CCOC)cc1 | · | -5 | · | · | 2 | 6 | · | -7
CC(=O)CCC(=O)OCC(=O)c1ccc(C(F)(F)F)cc1 | -8 | -7 | · | 0 | -6 | -4 | -1 | 4
CCOC(=O)CCNC(=O)N1CCCC(CNS(=O)(=O)Cc2ccccc2)C1 (centres undefined) | -2 | 2 | · | -4 | 2 | -7 | -1 | -9
CN1C(=O)[C@H]2[C@@H](/C=C/c3ccccc3)N3C(=O)CN(CCO)C(=O)[C@@]3(C)[C@H]2C1=O | -24 | -4 | 0.2 | 0 | -6 | -3 | -1 | 2
COc1ccc(C(=O)c2oc3ccc(OC)cc3c2NC(C)=O)cc1 | -16 | · | -0.2 | -2 | · | 22 | 2 | ·
CCc1cc2c(SCC(=O)N(CC)c3c(N)n(Cc4ccccc4)c(=O)[nH]c3=O)ncnc2s1 | -20 | · | -0.7 | -1 | · | -8 | -2 | ·
c1ccc(-c2nc3nc4ccccc4nc3n2CC2CCCO2)cc1 (centres undefined) | -9 | · | · | 12 | · | -5 | -2 | ·
Cc1noc(C)c1CSc1nc2ccccc2c(=O)n1-c1ccc(Cl)cc1 | · | 8 | · | · | -4 | 1 | · | -2
CCC(=O)N(C)C[C@H]1Oc2cc(C#CCC(C)C)ccc2S(=O)(=O)N([C@H](C)CO)C[C@H]1C | 6 | 3 | 0.6 | 0 | -2 | 5 | 2 | 7
CO[C@H]1CN(C)C(=O)c2ccc(NC(C)=O)cc2OC[C@H](C)N(Cc2cc(F)ccc2F)C[C@@H]1C | 21 | 1 | 3.6 | 10 | 1 | -7 | -6 | -4
CCc1c(C)n([O-])c2c([n+]1=O)CCC2 | · | -1 | · | · | -4 | 1 | · | -22
COc1ccc(Cl)cc1N1C(=O)C2CCCN2C1c1sccc1C (centres undefined) | · | -1 | · | · | -1 | 3 | · | 6
COc1ccc([C@H]2CC(=O)C=C(c3c(OC)cccc3OC)C2)cc1 | 1 | 0 | 0.8 | 0 | 0 | 0 | 7 | 2
O=C(CCNS(=O)(=O)c1ccccc1C(F)(F)F)N1CCN(c2ccccc2O)CC1 | -4 | · | · | 0 | · | -4 | 5 | ·
CC(=NN1CC(=O)NC1=O)c1ccc([N+](=O)[O-])o1 | -13 | 3 | 1.1 | -1 | -6 | -5 | 7 | 17
O=C(Nc1ccccc1N1CCCCC1)c1ccc(Cl)c([N+](=O)[O-])c1 | -1 | -1 | -0.1 | -2 | 6 | 6 | 0 | 9
C[C@H](CO)N1C[C@H](C)[C@@H](CN(C)C(=O)c2ccccc2)OCCCC[C@H](C)Oc2ccc(NC(=O)Nc3cccc4ccccc34)cc2C1=O | 4 | 2 | 0.3 | -2 | 6 | -4 | 1 | 4
COc1cccc(C(C(=O)NC2CCCC2)N(Cc2ccc(C)cc2)C(=O)c2ccco2)c1OC (centres undefined) | · | 1 | · | · | -3 | 6 | · | -1
COc1ccc(N(CC(=O)NCCSc2ccccc2)S(=O)(=O)c2ccccc2)c(OC)c1 | -4 | 9 | -0.3 | -2 | -6 | 0 | -2 | 11
O=C(O)CCN1CCc2ccccc2C1c1cccs1 (centres undefined) | -15 | · | · | 1 | · | -2 | 2 | ·
COCC#Cc1ccc2c(c1)O[C@H](CN(C)C(=O)Nc1ccc(OC)cc1)[C@H](C)CN([C@H](C)CO)S2(=O)=O | 6 | -1 | 0.9 | 1 | -2 | 2 | -1 | 1
O=C(Nc1ccc(Cl)c(C(F)(F)F)c1)[C@@H]1CC=C[C@@H]2CCN(C3CC3)C(=O)[C@@H]21 | 1 | 1 | 0.2 | -8 | 8 | 5 | -3 | -11
COC(=O)c1ccc2c(=O)n(-c3ccc(OC)cc3)c(=S)[nH]c2c1 | -10 | 1 | -0.2 | 5 | -10 | 2 | 0 | -14
CN(C)CCCN(Cc1ccccc1)C(=S)Nc1ccc(SC(F)F)cc1 | -1 | · | · | -12 | 0 | 7 | 3 | ·
CO[C@H]1CN(C)C(=O)c2cc(NC(=O)c3ccc4c(c3)OCO4)ccc2OC[C@@H](C)N(CCC(F)(F)F)C[C@@H]1C | -8 | -1 | -0.1 | 1 | 5 | 8 | 3 | 4
O=C(N1CCOCC1)N1CCN(c2ccccn2)CC1 | · | 2 | · | · | 1 | 0 | · | -12
CN1C(=O)[C@H]2[C@@H](C3CC3)N3C(=O)CN(CC4CC4)C(=O)[C@@]3(C)[C@H]2C1=O | -13 | -2 | -0.1 | 2 | · | 1 | -2 | -11
CC(C)CCNC(=O)c1onc(CSc2ccncc2)c1C(=O)NCCC(C)C | -8 | 3 | 0.0 | -1 | -4 | 5 | -2 | 4
O=c1nc2ccccc2c(NS(=O)(=O)c2ccc(Cl)cc2)n1-c1ccccc1 | · | 0 | · | · | -7 | -7 | · | 4
C[C@@H]1CN([C@@H](C)CO)C(=O)c2cc(C3=CCCCC3)cnc2O[C@@H]1CN(C)C(=O)c1cccc(F)c1 | -2 | -3 | 0.1 | -1 | -1 | 0 | -10 | -2
CC(=O)Nc1ccc(S(=O)(=O)NCC(=O)OCc2ccccc2)cc1 | -10 | -3 | · | 2 | · | -2 | 1 | 6
COc1cccc(-c2ccc3c(c2)O[C@@H](CN(C)C(=O)C2CCCCC2)[C@@H](C)CN([C@@H](C)CO)S3(=O)=O)c1 | 24 | 0 | 0.2 | 5 | -1 | 9 | 0 | 4
Cc1ccc(-n2c(C)cc(C)c(C#N)c2=O)cc1C | -4 | · | · | 0 | · | -8 | -11 | ·
O=C(C[C@H]1CC[C@H]2NC[C@H](O)COC[C@@H]2O1)NCc1ccc(Oc2ccccc2)cc1 | 1 | 7 | 0.0 | -1 | -7 | 5 | -2 | 6
COc1ccc(S(=O)(=O)Nc2cccc3c2O[C@@H](CN(C)S(=O)(=O)c2c(C)noc2C)[C@@H](C)CN([C@H](C)CO)C3=O)cc1 | 6 | 4 | -7.4 | 1 | 3 | 12 | -1 | 4
C[C@H](CO)N1C[C@H](C)[C@@H](CN(C)C(=O)C2CCCCC2)OCCCC[C@H](C)Oc2ccc(NC(=O)NC3CCCCC3)cc2C1=O | 15 | 5 | · | 0 | 2 | -5 | 1 | -16
C[C@H]1CN([C@@H](C)CO)S(=O)(=O)c2ccc(C#CC3CC3)cc2O[C@H]1CN(C)Cc1ccncc1 | 11 | 5 | -0.6 | 1 | -3 | 36 | 1 | -20
CCn1c(SCC(=O)Nc2ccc3c(c2)OCO3)nc2c(c1=O)SC(C)C2 (centres undefined) | -3 | 2 | 0.3 | 2 | -12 | 4 | -3 | -5
O=C(CSc1ccc(S(=O)(=O)N2CCCCC2)cn1)Nc1ccccc1Br | -35 | · | · | 0 | 17 | · | -7 | ·

Among those listed so far, 4 contain a thiophene ring, fused or not:
SMILES | RAD52 anneal inh | PglD inh | E-sel inducer | Casp6 inh | esBAF inh | ARNT-TACC3 inh | ERp5 block | RAD54 inh
O=C(Nc1ccccc1F)c1ccc([N+](=O)[O-])s1 | -3 | · | · | 3 | · | 31 | 11 | ·
CCc1cc2c(SCC(=O)N(CC)c3c(N)n(Cc4ccccc4)c(=O)[nH]c3=O)ncnc2s1 | -20 | · | -0.7 | -1 | · | -8 | -2 | ·
COc1ccc(Cl)cc1N1C(=O)C2CCCN2C1c1sccc1C (centres undefined) | · | -1 | · | · | -1 | 3 | · | 6
O=C(O)CCN1CCc2ccccc2C1c1cccs1 (centres undefined) | -15 | · | · | 1 | · | -2 | 2 | ·

A draw from above in order of molecular weight, descending.
SMILES | RAD52 anneal inh | PglD inh | E-sel inducer | Casp6 inh | esBAF inh | ARNT-TACC3 inh | ERp5 block | RAD54 inh
COc1cccc(-c2ccc3c(c2)O[C@@H](CN(C)C(=O)C2CCCCC2)[C@@H](C)CN([C@@H](C)CO)S3(=O)=O)c1 | 24 | 0 | 0.2 | 5 | -1 | 9 | 0 | 4
O=c1nc2ccccc2c(NS(=O)(=O)c2ccc(Cl)cc2)n1-c1ccccc1 | · | 0 | · | · | -7 | -7 | · | 4
CC(=O)Nc1ccc(S(=O)(=O)NCC(=O)OCc2ccccc2)cc1 | -10 | -3 | · | 2 | · | -2 | 1 | 6

Going on with the list:
SMILES | RAD52 anneal inh | PglD inh | E-sel inducer | Casp6 inh | esBAF inh | ARNT-TACC3 inh | ERp5 block | RAD54 inh
CN(c1ccccc1)c1nc(N)c([N+](=O)[O-])c(Nc2ccc(F)cc2)n1 | -11 | -2 | 0.7 | -7 | -7 | 7 | 4 | 7
Cc1n(-c2ccccc2)c2ccc(Cl)cc2[n+]1CCO | -16 | · | · | 2 | · | 1 | -1 | ·
O=C1CCCc2ccccc2N1Cc1cccc(F)c1 | 3 | · | · | 0 | · | -3 | -7 | ·
O=C(Nc1cccc([N+](=O)[O-])c1)NN1CCCCCC1 | 9 | -5 | 0.2 | -2 | -11 | 12 | -2 | -4
O=[N+]([O-])c1ccc(C=NN2CCCCCC2)cc1 | -9 | · | · | 0 | 69* | · | -2 | ·
Cc1ccc(S(=O)(=O)Nc2ccc3c(c2)C(=O)N([C@@H](C)CO)C[C@H](C)[C@H](CN(C)S(=O)(=O)c2ccccc2)OCCCC[C@@H](C)O3)cc1 | -11 | 2 | -0.1 | 4 | 9 | 0 | -1 | -6
C[C@H](CO)N1C[C@H](C)[C@@H](CN(C)C(=O)Nc2ccccc2)Oc2ccc(NC(=O)Nc3ccc(C(F)(F)F)cc3)cc2C1=O | -5&-27 | -3&-2 | -0.2&-0.1 | -1&0 | 4&4 | 2&2 | 1&-2 | -1&-1
O=C(N[C@H]1CC[C@@H](CCn2cc(C3CCCC3)nn2)O[C@H]1CO)c1cccnc1 | -4 | · | 0.1 | -3 | · | · | -3 | ·
COc1ccc(C2C(C#N)=C(N)Oc3c2oc(CO)cc3=O)cc1 (centres undefined) | -19 | -4 | 2.9 | -6 | 3 | 27 | 5 | 2
Cc1ccc(NC(=O)COC(=O)c2nn(C)c(=O)c3ccccc23)cc1F | -10 | -7 | · | -1 | -3 | 1 | -1 | 3
